Assay outcomes deposited in PubChem by several laboratories.
TWEAK Fn14 block: TWEAK-Fn14 signaling inhibition. hit rate 2% among 360,000. TWEAK-stimulated Fn14 reporter cells, luciferase luminescence, 8 h. inhibition, % at 10 µM; in the data active means inhibition above about 50%
CF NFkB block: inhibitors of cystic fibrosis induced NF-kB | AID 588850 | KKLEB NF-kB-GFP reporter, PAF-induced, GFP fluorescence overnight | inhibition, % at 5 µM | hit rate 0.86% among 360,000;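 active means at least 50% inhibition at 5 µM, scaled per plate between neutral and stimulator controls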;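 further: PAF is a Pseudomonas aeruginosa culture filtrate used as stimulus; plate controls were PAF-stimulated DMSO wells for no effect and unstimulated DMSO wells for full effect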
MITF TRPM1 inh: inhibitors of MITF-driven TRPM1 promoter in melanoma cells | hit rate 0.83% among 330,000 | AID 488899 | inhibition, % at 12.5 µM | SK-MEL-5 TRPM1 promoter luciferase, 24 h;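 active means mean inhibition across replicates of 60% or more, whatever share of single replicates reaches that level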; further: values of inactives mirror those of a sister screen read the other way
Shn3 3UTR inh: Schnurri-3 reporter inhibition in Clone20 osteoblasts. Clone20 osteoblast Shn3 3'UTR firefly luciferase, 24 h. inhibition, % at 12.5 µM. hit rate 0.52% among 360,000. AID 588674;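 active means mean inhibition of at least 75% with every replicate also reaching 75%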;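 further: 0% = median of neutral control wells and 100% = pilot-screen positive control compound; some compounds past the cut are filed as inactive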
HIF-2a inh: inhibitors of HIF-2a; inhibition, % at 18.8 µM; 786-0 RCC cells HIF-2a reporter, luciferase luminescence, overnight; AID 624352; hit rate 0.72% among 360,000;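 active means inhibition of the luminescence signal of 40% or more relative to plate controls, in a single-dose primary screen at 18.75 µM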
Peg3 prom inh: inhibitors of Peg3 promoter; hit rate 1.7% among 360,000; AID 588405; inhibition, % at 20 µM; HeLa PEG-Prom luciferase reporter, luminescence, overnight;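 active means inhibition of at least 50% at 20 µM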
KKLEB cytotox: CF airway cell cytotoxicity counter-screen; KKLEB CF airway cells viability, ATPlite luminescence, overnight; stronger effect = lower value; cells stimulated with P. aeruginosa culture filtrate; AID 602141; hit rate 0.36% among 360,000; activity change (cytotoxicity), % at 5 µM;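 active means corrected activity change at or below -50% at 5 µM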
C8 TRAIL sens: sensitizes caspase-8 expressing cells to TRAIL | NB7+C8 cells + TRAIL, ATPlite viability luminescence | hit rate 1% among 360,000 | inhibition (viability loss, TRAIL sensitization), % at 10 µM;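 active means compounds causing at least 50% loss of cell viability in the single-dose screen, relative to plate controls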
TROY signal inh: inhibitors of TROY-dependent NF-kB signaling; AID 1347056; hit rate 0.98% among 360,000; inhibition, % at 10 µM; Q293 LMP1-TROYcd NF-kB luciferase reporter, 4 h;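 active means compounds whose plate-normalised and pattern-corrected inhibition of the luciferase reporter signal at the single screening dose is 50% or more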
NR2E3 ag-1: agonists of human NR2E3 nuclear receptor; Q9Y5X4; CHO-S Gal4-NCOR/VP16-NR2E3 two-hybrid, luciferase; inhibition of corepressor binding, % at 3.98 µM; hit rate 0.35% among 360,000; AID 602229;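 active means inhibition above the mean of all tested compounds plus 3 SD, cut at about 70% in these data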;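 further: 0% = DMSO with NR2E3 transfected cells and 100% = cells lacking NR2E3 construct; higher means lower luciferase signal from less NR2E3 corepressor binding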
Target sequence (Q9Y5X4 whole entry, looked up, the tested form may be a part): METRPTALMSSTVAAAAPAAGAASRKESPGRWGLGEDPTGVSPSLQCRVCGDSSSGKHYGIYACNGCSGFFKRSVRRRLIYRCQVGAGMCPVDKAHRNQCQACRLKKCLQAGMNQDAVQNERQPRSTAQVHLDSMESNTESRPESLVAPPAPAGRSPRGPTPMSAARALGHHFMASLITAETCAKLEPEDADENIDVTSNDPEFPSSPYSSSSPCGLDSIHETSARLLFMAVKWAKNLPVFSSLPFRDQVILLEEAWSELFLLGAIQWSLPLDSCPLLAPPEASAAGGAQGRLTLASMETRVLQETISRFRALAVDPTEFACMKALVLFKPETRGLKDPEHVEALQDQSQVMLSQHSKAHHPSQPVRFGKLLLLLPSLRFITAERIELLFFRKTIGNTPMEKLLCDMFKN
NR2E3 ag-2: activates human photoreceptor nuclear receptor NR2E3. Q9Y5X4. GST-NR2E3/biotin-RetCOR TR-FRET, 1536-well. inhibition of corepressor binding, % at 4.78 µM. hit rate 0.12% among 320,000. AID 2300;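 active means percent inhibition above the cutoff of mean plus 3 SD of all tested compounds, set per screening campaign, cut at about 20% in these data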;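 further: 0% = DMSO wells and 100% = biotin wells as full block of FRET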
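system = GST-tagged NR2E3 plus biotinylated RetCOR corepressor | input = 1.35 nM GST-NR2E3 | also added = 7 nM biotin-RetCOR | schedule = 5 h incubation at 4 °C | measured by = TR-FRET with europium anti-GST and streptavidin-D2, 340 nm excitation | read-out = percent loss of FRET ratio relative to control wells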
Starred values were filed as active, the others as inactive; . = not tested or not shown. An excerpt. The share of hits here may be higher or lower than overall.

nr	molecule	KKLEB cytotox	Shn3 3UTR inh	NR2E3 ag-1	NR2E3 ag-2	HIF-2a inh	MITF TRPM1 inh	TROY signal inh	C8 TRAIL sens	TWEAK Fn14 block	Peg3 prom inh	CF NFkB block
1	c1ccc(-c2ccc(C3CCCN3)cc2)cc1 (stereo not drawn)	3	-34	-4	-1	-91	-10	-17	15	-2	-27	6
2	CS(=O)(=O)Nc1nc2n(n1)C(c1ccc(F)cc1)CC(c1ccccc1)N2 (stereo not drawn)	18	4	0	0	13	1	-4	0	4	-7	-22
3	COc1ccc(CNC(=O)CN(Cc2ccc(OC)cc2)C(=O)c2csnn2)cc1	4	-3	-3	0	-4	8	6	2	7	8	6
4	Cc1ccc(C)c(N2CCN(C(=O)Cn3cccc3)CC2)c1	-42	8	5	5	13	3	12	4	5	-3	10
5	CC1(C)C2CCC1(CS(=O)(=O)N1CCOCC1)C(=O)C2 (stereo not drawn)	4	-19	-45	2	-4	3	-2	-6	-3	2	2
6	O=C(COC(=O)c1ccc(S(=O)(=O)N2CCCCC2)cc1)NCc1ccccc1	-7	-15	-3	.	14	1	0	11	-6	3	9
7	Cc1ccccc1OCC(=O)N/N=C/c1ccc(Sc2nc3ccccc3s2)o1	-2	6	-49	-1	-1	-1	0	-26	22	-6	-6
8	O=C1OCC/C1=C\c1ccc(O)cc1	1	-13	-6	-1	1	5	22	11	2	-3	3
9	O=C(c1ccc(Cn2cc(Br)cn2)cc1)N1N=C(C(F)F)CC1(O)C(F)F (stereo not drawn)	8	-5	-17	5	-1	-13	-3	2	-16	20	6
10	O=C(c1cc2nc(-c3ccccc3)cc(-c3ccccc3)n2n1)N1CCCC1	5	17	-14	0	24	1	18	-3	20	18	-8
11	CCOC(=O)c1ccc(N2CN(C3CCCCC3)CNC2=S)cc1	6	-3	15	3	-1	2	-3	-5	11	0	10
12	CCOc1ncccc1C(=O)N=C1SCCN1C(=O)c1cccnc1OCC	2	-10	12	-2	6	16	-3	-7	15	18	4
13	Cn1ccc(NC(=O)Nc2cccc(C(F)(F)F)c2)n1	-1	3	-12	1	-29	7	-9	3	-1	-12	6
14	CC1CN(C(c2cccs2)c2sc3ncnn3c2O)CC(C)O1 (stereo not drawn)	0	2	-16	3	6	.	-9	-6	-1	10	9
15	Cc1ccc(S(=O)(=O)C2(C(=O)N3CCN(c4ccccc4F)CC3)CC2)cc1	2	-7	-12	3	4	-7	6	-32	66*	15	-8
16	CC(C)(C)C(=O)/C=C/c1ccc(Oc2ccccc2)cc1	-3	-5	-22	.	-228	-72	-44	14	-18	-253	-12
17	N=C1S/C(=C\c2ccco2)C(=O)N1c1nccs1	-23	-22	17	-4	-197	-3	16	23	9	-74	-8
18	CSc1cccc(NC(=O)/C=C/c2ccccc2)c1	-9	-56	-56	2	-301	-67	-53	26	-14	-364	-12
19	NS(=O)(=O)c1cccc(NC(=O)CSc2nc3ccccc3n2-c2ccccc2)c1	3	27	-20	0	27	0	44	14	21	25	-2
20	COc1ccc(CC(=O)OCC(=O)Nc2cccnc2Cl)cc1OC	-1	-6	5	1	17	-16	-7	7	-11	12	8
21	CCc1ccc(NC(=O)C2=CC(c3ccc(OC)cc3)=NS(=O)(=O)N2C)cc1	-7	4	18	-4	-1	.	16	7	-1	12	-29
22	CC(=O)Nc1ccc(OCC(=O)NCCc2ccccc2)cc1	1	-12	20	4	5	4	10	-1	-1	-18	6
23	Cc1cc(C)c[n+](-c2nc3ccccc3nc2[N-]S(=O)(=O)c2cccs2)c1	-6	6	5	3	7	2	-2	-1	1	6	-3
24	CCC(Oc1ccc(C)cc1)C(=O)Nc1ccccc1C(=O)N1CCOCC1 (stereo not drawn)	-1	5	-16	4	11	1	0	-9	44	11	6
25	O=C(COC(=O)/C=C/c1cccc(F)c1)Nc1ncccn1	-1	8	9	5	9	-8	-6	-22	11	7	-6
26	Cc1occc1C(=O)Nc1ccccc1C#N	6	0	4	3	-2	0	-12	9	8	-6	8
27	O=C(OCC(=O)N1CCN(S(=O)(=O)c2ccc(Cl)cc2)CC1)C1CC1	-5	12	6	-1	21	1	-9	-11	9	10	15
28	CC(=O)Nc1cccc(N/C(N)=N/c2nc(C)cc(C)n2)c1	1	-29	-3	-2	4	-1	0	2	14	32	-3
29	Cn1cc(CCC(=O)N2CCCC(C(=O)c3cccc4ccccc34)C2)cn1 (stereo not drawn)	4	7	-20	0	-52	-2	-28	-3	6	-24	-6
30	C=CCn1c(SC(C)C(=O)Nc2ccc(F)c(F)c2F)nnc1C1CC1 (stereo not drawn)	-13	-2	-7	4	-2	5	5	-6	9	5	5

Arranged by number of heavy atoms (lowest first): 5 of the compounds above.
nr	molecule	KKLEB cytotox	Shn3 3UTR inh	NR2E3 ag-1	NR2E3 ag-2	HIF-2a inh	MITF TRPM1 inh	TROY signal inh	C8 TRAIL sens	TWEAK Fn14 block	Peg3 prom inh	CF NFkB block
26	Cc1occc1C(=O)Nc1ccccc1C#N	6	0	4	3	-2	0	-12	9	8	-6	8
16	CC(C)(C)C(=O)/C=C/c1ccc(Oc2ccccc2)cc1	-3	-5	-22	.	-228	-72	-44	14	-18	-253	-12
27	O=C(OCC(=O)N1CCN(S(=O)(=O)c2ccc(Cl)cc2)CC1)C1CC1	-5	12	6	-1	21	1	-9	-11	9	10	15
30	C=CCn1c(SC(C)C(=O)Nc2ccc(F)c(F)c2F)nnc1C1CC1 (stereo not drawn)	-13	-2	-7	4	-2	5	5	-6	9	5	5
24	CCC(Oc1ccc(C)cc1)C(=O)Nc1ccccc1C(=O)N1CCOCC1 (stereo not drawn)	-1	5	-16	4	11	1	0	-9	44	11	6

Following part
nr	molecule	KKLEB cytotox	Shn3 3UTR inh	NR2E3 ag-1	NR2E3 ag-2	HIF-2a inh	MITF TRPM1 inh	TROY signal inh	C8 TRAIL sens	TWEAK Fn14 block	Peg3 prom inh	CF NFkB block
31	CN(C)C(=O)N1CCN(S(=O)(=O)c2ccc3ccccc3c2)CC1	6	10	-5	1	8	-16	-8	-2	101*	11	-16
32	O=C(NC(Cc1ccccc1)C(=O)O)c1cccnc1Cl (stereo not drawn)	1	1	-41	-3	10	1	-9	0	19	4	4
33	COc1nc(-c2ccccc2)ncc1S(=O)(=O)c1ccccc1	9	7	-4	1	10	2	-15	-13	-1	7	14
34	O=C1C2C3C=CC(C4CC34)C2C(=O)N1/N=C/c1ccc(-c2ccc([N+](=O)[O-])cc2)o1 (stereo not drawn)	-6	-7	-57	4	4	19	1	0	-8	-2	-7
35	CCCn1nc(C(=O)NNC(=O)Cc2ccc(S(=O)(=O)N3CCOCC3)s2)c2ccccc2c1=O	-4	6	16	2	3	9	-4	8	-22	5	6
36	COc1cc(C(=O)Nc2ccc(S(=O)(=O)N3CCCCC3C)cc2)cc(OC)c1OC (stereo not drawn)	-24	3	-1	-4	17	15	-15	7	-23	38	-22
37	Cc1cccc(C(=O)Nc2ccc(NC(=O)c3cccc(C)c3)cc2)c1	1	0	8	.	9	.	5	25	0	2	-7
38	Cc1nnc(SCC(=O)Nc2ccc3c(c2)COC3=O)n1-c1ccccc1	11	11	6	3	0	1	-2	-16	-3	6	-28
39	CCOC(=O)C1(C)CCN1C(=O)c1cc(OC)ccc1Br (stereo not drawn)	13	-7	6	.	19	.	5	0	2	-9	-34
40	O=C1CCCN1CC(O)CS(=O)(=O)Cc1ccc(Cl)cc1Cl (stereo not drawn)	-2	-4	3	0	19	5	7	10	-30	-8	7
41	Cc1ccc(C(=O)NCCc2nnc3ccc(NCc4ccc5c(c4)OCO5)nn23)cc1	0	10	-21	-3	21	9	16	2	-14	10	-20
42	CCCN1CCC(N(C)CCc2ccc(OC)c(OC)c2)CC1	7	0	-1	0	10	-4	3	-12	-10	5	-1
43	CCC(C)[C@H](NC(=O)N1CCn2c1nc1ccccc12)C(=O)NCCc1ccccc1 (stereo partly drawn)	-5	-13	-9	1	-38	13	11	17	10	-3	-23
44	Cc1ccc(C)c(NC(=O)CN(C)C(=O)CN2C(=O)NC3(CCc4ccccc43)C2=O)c1 (stereo not drawn)	0	-6	5	1	13	0	-21	-10	8	3	-9
45	CCOc1ccc(NC(=O)C2CCN(c3nnnn3-c3ccccc3)CC2)cc1	-1	12	4	-3	7	10	-3	9	-12	11	13
46	Cc1ccc(SC[C@H](CC(C)C)N2CCN(C)CCC2=O)cc1	8	-110	-93	.	-209	-51	38	2	19	-267	9
47	CCSC1=C(C#N)C(c2cccc(O)c2)CC(=O)N1 (stereo not drawn)	-7	8	-43	3	-8	.	15	2	-30	-10	-38
